Screening results: PubChem BioAssay, The Scripps Research Institute Molecular Screening Center
ADAM17 inh: inhibitors of human ADAM17; recombinant ADAM17, EDANS/DABCYL FRET peptide cleavage; 0.83% of 370,000 active; inhibition, % at 6.95 µM; P78536;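 active = inhibition above the mean of compounds lying between control limits plus 3 SD, set per campaign, cut at about 8.5% in these data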;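 note: 0% = DMSO-only wells as the low control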
TDP2 inh: TDP2 (human) inhibition, absorbance primary screen. O95551. recombinant TDP2, T5PNP hydrolysis, p-nitrophenol absorbance 415 nm. inhibition, % at 12.8 µM. 0.34% of 370,000 active;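 active = inhibition above the mean of all tested compounds plus 3 SD, set per campaign, cut at about 25% in these data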;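 note: 0% = DMSO with enzyme and 100% = buffer with substrate but no TDP2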
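Assay system: Recombinant human TDP2 | Quantity: 120 nM TDP2 per well | Incubation: 2 h at 37 °C | Signal: Epi absorbance | Evaluation: Percent inhibition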
Tn7 DDE FP: disrupts Tn7 cyclic peptide binding to fibrin D-Dimer-E complex | P02675 | FP displacement of FITC-Tn7 peptide from fibrin DD(E); 0% = median of compound wells per plate | inhibition, % at 8.3 µM | 0.13% of 370,000 active | AID 720508;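 active = inhibition above the mean of compounds falling within the control limits plus 3 SD of them, cut at about 14% in these data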;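 note: 0% = plate median of compound wells and 100% = 10 µM Aha-Tn7 peptide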
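system = human fibrin DD(E) protein | quantity = DD(E) 2 µM final | medium = Tris/NaCl/CaCl2 buffer, pH 7.8 | also added = labelled Tn7 tracer, 0.1 µM | compound dosing = single point at 8.3 µM | timing = compound with protein 10 min, then 3 h after probe, room temperature | signal = FP measurement | benchmarks = Aha-Tn7 high control | repeats = one replicate per compound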
ADAM10 inh: ADAM10 inhibition, QFRET primary screen; O14672; recombinant ADAM10, EDANS/DABCYL FRET peptide cleavage, 3 h; inhibition, % at 7 µM; 0.62% of 370,000 active; AID 720582;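 active = inhibition above a per-campaign cutoff equal to the mean of compounds falling between control-based bounds plus 3 SD, cut at about 20% in these data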;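 note: 0% = DMSO wells while the 100% control is not disclosed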
LEDGF integ inh: blocks HIV-1 LEDGF/p75-dependent DNA integration; TR-FRET IN-LEDGF/p75 DNA integration, Eu/Cy5; inhibition, % at 3.7 µM; 0.64% of 370,000 active; AID 743269;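 active = inhibition above the screen-wide mean plus 3 SD, cut at about 13% in these data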;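 note: signal is the Cy5 over europium emission ratio at 671 and 618 nm; 0% = plate median of compound wells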
ARFGAP1 inh: inhibitors of rat ARFGAP1; Q62848; Arfgap1-stimulated ARF1 GTP hydrolysis, GDP FP detection; inhibition, % at 16.5 µM; 0.26% of 360,000 active;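 active = inhibition above a per-plate limit, mean inhibition of low control wells plus 3 SD, cut at about 25% in these data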;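 note: 0% = DMSO wells with enzyme and 100% = wells lacking Arfgap1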
Target sequence (Q62848 1-136 limits assumed): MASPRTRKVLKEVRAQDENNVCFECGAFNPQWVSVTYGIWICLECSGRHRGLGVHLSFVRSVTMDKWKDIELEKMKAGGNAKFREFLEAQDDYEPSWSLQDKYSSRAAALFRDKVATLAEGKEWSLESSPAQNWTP
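Replicates: Single well per compound | Assay system: Truncated rat Arfgap1 GAP domain | Control set: No-Arfgap1 wells (100%) versus DMSO full-reaction wells (0%) | Times: Enzyme reaction 120 min at 25 °C after 20 min preincubation | Reagent: Human ARF1(Δ1-17)-GTP substrate | Measured by: Tracer-displacement fluorescence polarization with EDTA stop, 620/688 nm | Measure: Percent inhibition of Arfgap1-stimulated GTP hydrolysis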
ASAP1 GAP inh: blocks human ASAP1-stimulated Arf1 GTP hydrolysis. inhibition, % at 16.5 µM. GDP FP detection. 0.19% of 360,000 active. Q9ULH1; in the data active = inhibition above about 25%;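 note: 0% = vehicle with enzyme and substrate and 100% = no enzyme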
Target sequence (Q9ULH1 325-724 limits assumed): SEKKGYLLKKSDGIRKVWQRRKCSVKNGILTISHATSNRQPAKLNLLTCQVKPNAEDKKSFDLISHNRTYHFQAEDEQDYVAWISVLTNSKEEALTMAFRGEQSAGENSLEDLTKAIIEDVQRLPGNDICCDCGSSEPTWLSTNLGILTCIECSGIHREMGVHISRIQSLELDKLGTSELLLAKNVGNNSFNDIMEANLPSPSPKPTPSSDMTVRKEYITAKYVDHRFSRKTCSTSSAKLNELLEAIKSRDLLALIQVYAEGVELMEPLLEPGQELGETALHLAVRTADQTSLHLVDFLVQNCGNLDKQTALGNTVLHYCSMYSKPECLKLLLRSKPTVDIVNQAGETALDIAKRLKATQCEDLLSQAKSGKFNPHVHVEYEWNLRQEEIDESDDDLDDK
PLCg1 inh: inhibitors of human phospholipase C gamma1 | P19174 | purified PLC-gamma1, fluorogenic substrate, fluorescence | inhibition, % at 12.2 µM | 0.84% of 370,000 active; in the data active = inhibition above about 9.5%
KLK7 zymogen act: proKLK7 (human) activation, primary screen | purified proKLK7, EDANS-DABCYL substrate fluorescence; 100% is mature enzyme control, 0% vehicle | 0.9% of 370,000 active | P49862 | activation, % at 7 µM;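 active = activation above the mean of all tested compounds plus 3 SD, computed per campaign excluding outliers beyond control limits, cut at about 13% in these data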
Target sequence (P49862 whole entry, looked up): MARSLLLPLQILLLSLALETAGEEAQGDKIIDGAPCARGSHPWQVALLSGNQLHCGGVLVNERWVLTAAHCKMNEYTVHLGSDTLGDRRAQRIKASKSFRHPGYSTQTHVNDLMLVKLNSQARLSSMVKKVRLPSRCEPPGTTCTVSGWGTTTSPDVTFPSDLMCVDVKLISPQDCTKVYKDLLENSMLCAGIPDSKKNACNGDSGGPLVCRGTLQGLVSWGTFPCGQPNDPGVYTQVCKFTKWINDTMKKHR
DDE Tn6 FP inh: inhibitors of Tn6 peptide binding to human fibrin DD(E). 0.21% of 370,000 active. P02675. Fibrin DD(E) TRITC-Tn6 fluorescence polarization displacement. inhibition, % at 8.3 µM;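 active = inhibition above a per-campaign cutoff: mean of compounds within control limits plus 3 SD, cut at about 15% in these data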;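 note: 0% = median of all compound wells on the plate and 100% = blocking peptide control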
* = called active by the depositor; i = inactive. Compounds were not picked by outcome; overall some 4.2% were active at least once.

SMILES	ADAM17 inh	TDP2 inh	Tn7 DDE FP	ADAM10 inh	LEDGF integ inh	ARFGAP1 inh	ASAP1 GAP inh	PLCg1 inh	KLK7 zymogen act	DDE Tn6 FP inh
COc1ccc(/C=C(\NC(=O)c2ccccc2)C(=O)N/N=C/c2cccnc2)cc1	1.0	1.5	-3.2	-1.2	3.5	13.4	-20.2	1.9	0.0	1.6
CC(=O)NCCNC(=O)C1Cc2c(-c3ccccc3)ccnc2O1 (centres undefined)	-4.4	2.0	-5.5	-6.8	-3.8	8.3	-5.3	0.8	-0.7	-2.8
C=CCOc1ccc(-c2nc3c(c(=O)[nH]c(=O)n3CCCC)n2C)cc1OC	-6.7	1.4	2.6	-13.9	-1.5	-6.1	15.9	-1.9	-0.3	0.7
CC(=O)Nc1ccc(NC(=O)CSC2=NS(=O)(=O)c3ccccc3N2)cc1	-0.7	10.1	6.6	-3.0	-0.8	-1.2	1.5	-1.9	0.2	0.2
O=C1CCN(Cc2ccccc2)C(=O)N1	-1.8	5.4	0.7	-14.5	-3.8	-2.7	5.4	0.2	0.4	9.4
CCOC(=O)c1ccc(NC(=S)NNC(=O)COC)cc1	8.2	-15.0	-6.4	11.7	4.4	5.9	1.8	3.5	0.3	2.1
Cc1[nH]n(-c2ccccc2)c(=O)c1N=Nc1nccs1	0.9	-5.8	-1.6	1.1	-0.8	10.2	-1.7	-1.4	0.5	-0.9
NC(=O)c1ccc(C(F)(F)F)n(Cc2c(Cl)cccc2Cl)c1=O	1.1	2.8	-0.8	13.1	0.4	3.8	-8.9	-1.8	0.2	2.0
O=C(CSc1nc2ccccc2[nH]1)NC1CCCC1	2.8	-3.3	-5.1	6.6	4.0	1.6	-4.6	1.8	0.1	0.6
COC(=O)C(Cc1ccccc1)NC(=O)CNC(=O)c1sc2ccccc2c1Cl (centres undefined)	-0.9	7.6	0.7	2.2	1.9	-3.6	4.0	-1.6	0.1	-8.7
CC(C)(C)c1ccc(CC(=O)N2CCC2(C)C(=O)NCc2cccc3ccccc23)cc1 (centres undefined)	5.0	-2.5	3.2	8.3	-0.1	5.4	-5.2	1.5	0.2	4.2
COC(=O)c1sc(N)c(C(=O)OC)c1COC(=O)CNS(=O)(=O)c1ccc(C)cc1	-3.7	-10.4	0.7	-6.0	1.4	-5.9	6.8	6.5	0.2	-2.9
Cc1ncc(CO)c2c1OC(C)(C)OC2	-4.5	2.0	-4.1	-5.2	-2.4	16.6	-7.9	0.8	-0.1	1.8
Cc1ccc(C(=O)NCCCNC(=O)COc2ccccc2Cl)cn1	0.5	6.4	12.3	-0.6	1.3	-16.4	-10.2	-0.2	-0.2	-1.6
COc1ccc(C(=O)CC(=O)C(=O)Nc2ccccc2)cc1	-0.2	-1.0	3.7	-4.3	-3.3	-1.8	-9.1	-9.7	0.0	1.9

The final two records of the section before are carried over, then new ones follow:
SMILES	ADAM17 inh	TDP2 inh	Tn7 DDE FP	ADAM10 inh	LEDGF integ inh	ARFGAP1 inh	ASAP1 GAP inh	PLCg1 inh	KLK7 zymogen act	DDE Tn6 FP inh
Cc1ccc(C(=O)NCCCNC(=O)COc2ccccc2Cl)cn1	0.5	6.4	12.3	-0.6	1.3	-16.4	-10.2	-0.2	-0.2	-1.6
COc1ccc(C(=O)CC(=O)C(=O)Nc2ccccc2)cc1	-0.2	-1.0	3.7	-4.3	-3.3	-1.8	-9.1	-9.7	0.0	1.9
COc1ccccc1N1CCN(S(=O)(=O)Cc2ccccc2Cl)CC1	-6.4	4.0	2.2	7.1	0.5	1.5	4.7	-2.4	0.3	0.9
COc1ccc(CCNC(=O)c2cc(-c3cc(C)cc(C)c3O)n[nH]2)cc1OC	0.0	-8.1	0.9	7.4	-4.7	10.4	6.8	0.3	0.3	-3.9
O=c1c2ccccc2nc2n1CCCS2	3.0	0.4	7.7	-0.3	-2.6	-1.9	-11.4	6.6	-0.8	-8.2
COc1cc(/C=C/C(=O)OCC(=O)Nc2ccc(Cl)cn2)ccc1O	-9.5	2.4	2.4	-51.0	0.5	3.1	1.5	-52.0	0.2	-5.4
COc1ccccc1NC(=O)CSc1sc2c(O)cc(=O)[nH]c2c1C#N	0.8	-10.4	-3.0	6.1	2.5	3.4	12.6	-6.8	-0.7	-3.7
Cc1cc(=O)n2[nH]c(C)c(-c3ccc(Cl)cc3)c2n1	-8.2	4.6	-3.0	-11.4	-0.2	-3.3	-16.4	-9.6	-3.7	3.9
Cc1cc(O)c(/C=N/OCc2ccc(Cl)cc2Cl)c(=O)o1	-4.5	8.8	1.6	0.4	0.2	10.0	1.7	-4.7	-0.2	-3.8
CC(C)=C1C2C=CC1C1C(=O)N(c3ccc4c(c3)OCO4)C(=O)C21 (centres undefined)	-4.3	1.2	4.0	6.2	-2.3	1.1	-3.8	-0.7	0.1	1.7
O=C(NC1CC1)c1cc(-c2ccc(Br)cc2)nc2ccccc12	-1.1	1.1	-2.5	-1.0	9.3	-0.1	-0.7	-4.6	3.0	1.4
O=C(c1ccc(Cl)c(Cl)c1)N1CCC(O)(CN2CCOCC2)CC1	2.3	3.5	4.6	2.8	1.5	6.8	10.1	2.1	0.1	-1.7
CCc1nc2ccccc2c(C(=O)Nc2cccc(C)c2)c1C	-1.1	-1.6	-4.3	-6.0	-2.2	10.9	5.0	0.6	-0.3	-2.9
CCOC(=O)/C(C#N)=C/c1c(N2CCN(C)CC2)nc2ccccn2c1=O	-6.2	-1.7	-6.4	-15.9	-2.2	-1.1	6.9	-14.3	0.7	-1.4
C[C@H]1CCCCO[C@H](CN(C)C(=O)C2CCCCC2)[C@@H](C)CN([C@@H](C)CO)C(=O)c2cc(NC(=O)NC3CCCCC3)ccc2O1	1.6	1.0	-1.4	-13.1	-0.9	6.8	5.6	-0.5	0.3	-0.4
O=C(O)c1nnn(-c2cc(C(F)(F)F)cc(C(F)(F)F)c2)c1-c1ccccc1	-2.9	7.3	0.5	-3.4	-0.3	-8.3	-14.4	-2.3	0.0	9.9
CCOC(=O)c1ccc(NC(=O)CCC(=O)NCc2ccco2)cc1	3.0	-8.5	-9.3	6.8	1.1	-3.1	4.8	2.9	0.0	-3.2
Cc1sc2nc(CSc3nc4ccccc4c(=O)n3CCCN3CCOCC3)[nH]c(=O)c2c1C	-8.5	8.6	-3.5	-12.6	1.8	11.3	-12.1	-17.7	-0.5	-4.5
CC(=O)N(Cc1ccc(Br)cc1)c1ccccc1C(=O)O	-11.3	-9.9	3.0	-3.7	-3.0	3.6	12.1	1.4	0.0	-5.9
CCOC(=O)N1CCN(S(=O)(=O)c2c[nH]c(C(=O)OC)c2)CC1	-2.1	9.8	8.4	6.8	-0.1	-4.0	-8.7	-0.7	0.1	3.1
CNc1cnc(-c2ccsc2)cn1	-351.7	-8.3	3.7	i	-1.8	-8.5	-1.2	-160.6	14.7*	6.2
Cc1cccn2c(=O)c3cc(S(=O)(=O)c4ccccc4)c(=N)n(Cc4cccnc4)c3nc12	-18.4	11.4	-2.4	-41.4	0.5	-5.0	9.7	-10.4	-1.0	4.4
Cc1ccccc1/C=C\c1nc2ccccc2c(=O)n1Cc1ccccc1	0.7	5.0	-1.4	3.7	1.1	-3.8	0.6	-5.8	-10.2	5.6
CC(NS(=O)(=O)c1ccc(OCC(=O)Nc2cccc([N+](=O)[O-])c2)cc1)c1ccccc1 (centres undefined)	2.2	3.1	0.2	17.1	-1.7	-3.4	11.3	3.5	0.6	0.4
O=C1C=C(c2ccccc2)C(O)(c2ccccc2)C1 (centres undefined)	-1.0	13.2	1.4	4.4	-1.4	-3.4	-14.6	0.6	0.4	0.2
COC(=O)c1cc(OC)c(OC)cc1N	-1.5	-4.9	-9.2	-11.0	-4.6	1.0	3.0	-6.1	-0.2	4.6
CCC(C)(NC(=O)c1ccc2c(c1)OCO2)C(=O)NC1CCCCC1 (centres undefined)	-3.4	2.7	8.7	-2.5	2.2	5.0	6.4	0.0	-0.1	1.3
CCOC(=O)c1c(-c2ccccc2)csc1NC(=O)CCN1CCOCC1	0.9	4.1	2.0	1.2	3.2	2.3	0.1	2.6	0.1	7.3
c1ccc(Nc2ccccn2)nc1	-2.8	6.1	-0.8	-7.5	-4.9	-2.8	0.6	1.2	0.1	0.0
CCOC(=O)c1c(C)c(C(=O)NCc2cccs2)c(C)n1CC	-2.1	10.0	-5.5	-3.3	7.1	5.2	-0.7	0.6	-0.9	4.9

Rewritten as comma-separated lines: entries from further up
structure,ADAM17 inh,TDP2 inh,Tn7 DDE FP,ADAM10 inh,LEDGF integ inh,ARFGAP1 inh,ASAP1 GAP inh,PLCg1 inh,KLK7 zymogen act,DDE Tn6 FP inh
Cc1cccn2c(=O)c3cc(S(=O)(=O)c4ccccc4)c(=N)n(Cc4cccnc4)c3nc12,-18.4,11.4,-2.4,-41.4,0.5,-5.0,9.7,-10.4,-1.0,4.4
Cc1ccccc1/C=C\c1nc2ccccc2c(=O)n1Cc1ccccc1,0.7,5.0,-1.4,3.7,1.1,-3.8,0.6,-5.8,-10.2,5.6
CC(NS(=O)(=O)c1ccc(OCC(=O)Nc2cccc([N+](=O)[O-])c2)cc1)c1ccccc1 (centres undefined),2.2,3.1,0.2,17.1,-1.7,-3.4,11.3,3.5,0.6,0.4
O=C1C=C(c2ccccc2)C(O)(c2ccccc2)C1 (centres undefined),-1.0,13.2,1.4,4.4,-1.4,-3.4,-14.6,0.6,0.4,0.2
COC(=O)c1cc(OC)c(OC)cc1N,-1.5,-4.9,-9.2,-11.0,-4.6,1.0,3.0,-6.1,-0.2,4.6
CCC(C)(NC(=O)c1ccc2c(c1)OCO2)C(=O)NC1CCCCC1 (centres undefined),-3.4,2.7,8.7,-2.5,2.2,5.0,6.4,0.0,-0.1,1.3
CCOC(=O)c1c(-c2ccccc2)csc1NC(=O)CCN1CCOCC1,0.9,4.1,2.0,1.2,3.2,2.3,0.1,2.6,0.1,7.3
c1ccc(Nc2ccccn2)nc1,-2.8,6.1,-0.8,-7.5,-4.9,-2.8,0.6,1.2,0.1,0.0
CCOC(=O)c1c(C)c(C(=O)NCc2cccs2)c(C)n1CC,-2.1,10.0,-5.5,-3.3,7.1,5.2,-0.7,0.6,-0.9,4.9
